# PI5P4Ka inh: qHTS for Inhibitors of phosphatidylinositol 5-phosphate 4-kinase (PI5P4K). Phosphatidylinositol 5-phosphate 4-kinase type-2 alpha (Homo sapiens), P48426. PI5P4Kalpha enzyme, ADP-Glo luminescence, 60 min; hits give low values. max response, %. 330,000 compounds, 1.2% hits. AID 652105, 2013; active means max response of -50% or lower; inconclusive means between -30% and -50%; inactive means -30% or higher; further: value at the top dose of about 77 µM; on the % scale 0 is the no-effect control and ±100 the full control effect
# Target sequence (P48426 whole entry, looked up): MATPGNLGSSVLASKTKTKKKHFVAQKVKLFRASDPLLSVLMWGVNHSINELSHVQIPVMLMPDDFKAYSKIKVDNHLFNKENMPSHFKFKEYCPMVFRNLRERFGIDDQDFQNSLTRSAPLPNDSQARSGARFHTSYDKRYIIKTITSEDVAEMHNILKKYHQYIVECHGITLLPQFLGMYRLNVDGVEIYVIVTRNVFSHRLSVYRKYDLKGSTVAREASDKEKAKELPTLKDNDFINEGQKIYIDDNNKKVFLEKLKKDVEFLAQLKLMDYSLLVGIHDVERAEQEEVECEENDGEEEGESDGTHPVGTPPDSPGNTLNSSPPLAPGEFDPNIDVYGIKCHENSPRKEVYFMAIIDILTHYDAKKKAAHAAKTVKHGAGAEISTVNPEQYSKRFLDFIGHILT
#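 qHTS, 1536-well: enzyme/substrate mix, compound by pin tool, 5 microM ATP final; RT 60 min; ADP-Glo reagents 1 (45 min) then 2 (30 min); luminescence.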
# GLP1R cytotox: qHTS of GLP-1 Receptor Inverse Agonists: Cytotox Screen; HEK293 cAMP-luciferase reporter cells, luminescence, 24 h; Potency, µM (doses to about 38.3 µM), for inactives: at the highest dose activity change, negative = inhibition, actives largely listed as inhibitors; 410,000 compounds, 0.13% hits;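 further: loss of luciferase light is scored as toxicity; potency means the concentration at half of the fitted maximal effect; on the % scale 0 is the no-effect control and ±100 the full control effect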
#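 Luminescence readout: signal drop marks cytotoxicity. Plated cells grew 12 h at 37 °C, 5% CO2, received 23 nL compound for 24 h, then got luciferase reagent, read after 12 min at RT.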
# WRN helicase inh: qHTS for Inhibitors of WRN Helicase; WRN helicase unwinding, fluorescent forked duplex, kinetic; Potency, µM (titrated, usually from 114 µM), for the others: at the highest dose activity change, negative = inhibition, actives largely listed as inhibitors; 360,000 compounds, 0.46% hits; further: potency means the concentration at half of the fitted maximal effect; on the % scale 0 is the no-effect control and ±100 the full control effect; nearly all actives have a fitted effect of over 55% in size
#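 Fluorescence dequenching readout, ex 525 nm/em 598 nm, kinetic mode: forked duplex DNA (100 nM final) with adjacent fluorophore and quencher unwound by WRN (20 nM final) with 2 mM ATP. Compound preincubation 15 min, room temperature.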
# PLK1 PBD block: qHTS for Inhibitors of PLK1-PDB (polo-like kinase 1 - polo-box domain): Primary Screen; 360,000 compounds, 2.8% hits; Serine/threonine-protein kinase PLK1 (Homo sapiens), P53350; Potency, µM, inactives show max response, negative = inhibition, actives largely listed as inhibitors; Plk1 PBD binding of FITC phosphopeptide, fluorescence polarization; AID 720504, 2013; further: potency means the concentration at half of the fitted maximal effect; series mostly up to about 57 µM; on the % scale 0 is the no-effect control and ±100 the full control effect; nearly all actives have a fitted effect of over 65% in size
# GLP-1R inv ag: qHTS of GLP-1 Receptor Inverse Agonists (Inhibition Mode); Glucagon-like peptide 1 receptor (Homo sapiens), P43220; HEK293 GLP-1R CRE-luciferase, luminescence, 24 h; GLP-1R form is constitutively active; Potency, µM (top dose mostly 38.3 µM), for the others: at the highest dose activity change, negative = inhibition, actives largely listed as inhibitors; 410,000 compounds, 1.6% hits; AID 624417, 2012; further: potency means the concentration at half of the fitted maximal effect; on the % scale 0 is the no-effect control and ±100 the full control effect; nearly all actives have a fitted effect of over 55% in size
# Target sequence (P43220 whole entry, looked up): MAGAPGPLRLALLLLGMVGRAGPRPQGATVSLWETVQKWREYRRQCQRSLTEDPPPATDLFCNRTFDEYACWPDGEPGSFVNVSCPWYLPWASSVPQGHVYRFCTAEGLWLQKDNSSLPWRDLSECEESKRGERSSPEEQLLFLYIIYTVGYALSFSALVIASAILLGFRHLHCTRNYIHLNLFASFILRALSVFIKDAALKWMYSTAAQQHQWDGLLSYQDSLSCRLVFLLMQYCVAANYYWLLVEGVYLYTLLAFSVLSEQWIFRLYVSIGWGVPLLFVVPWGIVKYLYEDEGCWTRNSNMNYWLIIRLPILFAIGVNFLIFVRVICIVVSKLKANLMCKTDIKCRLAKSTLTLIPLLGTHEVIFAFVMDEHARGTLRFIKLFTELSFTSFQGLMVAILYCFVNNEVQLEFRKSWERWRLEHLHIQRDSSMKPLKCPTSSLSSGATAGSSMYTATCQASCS
#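 HEK293 cells stably co-expressing constitutively active GLP-1R and a cAMP-responsive luciferase reporter were seeded in DMEM with 10% Nu serum, given compounds after 12 h, and incubated 24 h at 37 deg C. Luminescence was then read.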
# D3 ag: qHTS of D3 Dopamine Receptor Agonist: qHTS; D(3) dopamine receptor (Homo sapiens), P35462; D3R DiscoveRx beta-arrestin cells, luminescence, 90 min; max activation, %; 410,000 compounds, 0.58% hits; AID 652048, 2013; in the data active means max activation above about 30%; further: 0% is about no effect; mostly tested at two doses, the higher about 12 µM
#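 Agonist mode: compounds and dopamine controls were applied to plated cells for 90 min at 37 degrees C after an overnight attachment at 1500 cells/well. Luminescent read-out followed 30 - 60 minutes at room temperature with DiscoveRx detection reagent.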
# GLP-1R agonist: qHTS of GLP-1 Receptor Agonists; HEK293 GLP-1R CRE-luciferase, luminescence, 4-6 h; cells express a hypersensitive GLP-1R form; 380,000 compounds, 0.007% hits; AID 624172, 2012; Glucagon-like peptide 1 receptor (Homo sapiens), P43220; Potency, µM (titrated, usually from 45.6 µM), inactives show at the highest dose activation, actives largely listed as activators; further: potency means the concentration at half of the fitted maximal effect; % of control where 0% means no effect
# IL2 activator: qHTS of IL-2 Activators | IL-2 activation reporter assay, cell-based qHTS; stimulated with anti-CD3/CD4/CD28 beads; in transgenic mouse T cells | activation, % (series mostly up to about 46 µM) | AID 652025, 2013 | 360,000 compounds, 0.065% hits; in the data active means activation above about 50%; inconclusive means mostly about 30% to 49%; further: 0% is about no effect
#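 Readout: EGFP and DsRed signals by fluorescent plate cytometry. Unstimulated transgenic mouse T cells received compound 60 min before antibody-bead stimulation, then incubated 18 h at 37 degrees C.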
# D3 antag: qHTS of D3 Dopamine Receptor Antagonist: qHTS; D(3) dopamine receptor (Homo sapiens), P35462; D3R cells, DiscoveRx beta-arrestin luminescence, antagonist mode; hits give low values; max response, negative = inhibition, %; 360,000 compounds, 2.5% hits; AID 652054, 2013; in the data active means max response below about -50%; inconclusive means no clear call, values can overlap the other calls; further: on the % scale 0 is the no-effect control and ±100 the full control effect; mostly tested at two doses, the higher about 12 µM
#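 Cells expressing the human receptor were seeded at 1500 cells/well, incubated overnight at 37 degrees C in 5% CO2, then exposed to library compounds with dopamine controls for 90 minutes at 37 degrees C before luminescent detection.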
# * = called active by the depositor; ? = inconclusive; · = no result given; & = joins results of further samples; [ ] = another dose, or the depositor's remark. Unless noted, the call rests on the fitted dose curve; in most records, active means well fitted curve in the direction sought with a large enough effect; inconclusive means small, poorly fitted or top-dose-only effect, or another doubt; inactive means no such curve, though single readings can be large; an effect the other way counts as inactive or inconclusive. This is a subset; rates above refer to the full screens.
molecule	PI5P4Ka inh	GLP1R cytotox	WRN helicase inh	PLK1 PBD block	GLP-1R inv ag	D3 ag	GLP-1R agonist	IL2 activator	D3 antag
CC(C)c1ccc(-n2c(O)c(/C=N/N3CCOCC3)c(=O)[nH]c2=S)cc1	-4	-4%	-8%	-8%	-5%	3	5%	3.1	4
Oc1ccc2c3c1O[C@H]1c4oc5ccccc5c4C[C@@]4(O)[C@@H](C2)N(CC2CC2)CC[C@]314	-5	-15%	-2%	-12%	?	4	-2%	-0.1	48
O=C(c1ccc(Br)cc1)C12CN3CN(CN(C3)C1)C2	-1	-9%	-9%	-2%	6%	6	13%	0.5	1
CC(C)CCC[C@@H](C)[C@H]1CC[C@H]2[C@@H]3C(=O)C=C4C[C@@H](O)CC[C@]4(C)[C@H]3CC[C@]12C	31	2%	-2%	?	-3%	-11	6%	1.2	-18
COC(=O)C1=C(c2ccc(OCc3ccccc3)cc2)C[C@@H]2CC[C@H]1N2C(=O)NCc1ccc(OC)cc1	-7	7%	3%	-4%	?	-3	2%	-3.3	?
O=C(c1ccc(N2CCCCC2)c([N+](=O)[O-])c1)N1CCC2(CC1)OCCO2	-2	-1%[7.66 µM]	-4%	-5%	-28%[7.66 µM]	0	2%	0.8	5
CN1CCN(C2=Cc3cc(Cl)ccc3Sc3cc(F)ccc32)CC1	2	?	4%	-4%	?	-19	-16%	-1.6	-8
CCCCn1c(O)c(C(C)=NCCCN(C)C)c(=O)[nH]c1=O	1	0%	-4%	2%	5%	-1	-9%	-1.7	-7
CCOC(=O)C1(c2ccccc2)CCN(CCC(C#N)(c2ccccc2)c2ccccc2)CC1	12	3%	-3%	0%	?	-77&-27&-19	6%	-0.4	-72*
O=c1[nH]c(=O)n(CCc2ccc(F)cc2)c(O)c1C=NCCCN1CCOCC1	-6	-5%	-10%	-1%	6%	-7	-5%	-0.1	-7
Cc1ccc(-n2c(C)nc3cc(Cl)ccc3c2=O)nc1	4	-2%	-3%	-3%	14%	6	-3%	0.3	11
Cc1ccc(-c2nn(CCC#N)cc2C(=O)O)cc1C	2	-11%	6%	4%	-7%	11	8%	0.0	3
COC(=O)C1=C(c2cc3ccccc3o2)C[C@@H]2CC[C@H]1N2C(=O)NC1CCCCC1	1	1%	-3%	0%	?	-23	7%	-0.4	3
c1ccc2c(CN3CCCCC3)c[nH]c2c1	-5	-35%	-2%	3%	18%	-20	-4%	1.3	0
O=C(O)c1ccc(N=Cc2c(O)[nH]c(=O)[nH]c2=O)cc1	-24	-2%	-8%	-1%	-1%	-4	4%	-2.9	-19
CC(C)(C)n1nnnc1C(c1ccccc1)N1CCC2(CC1)C(=O)NCN2c1ccccc1 (centres undefined)	1	-3%	5%	1%	-2%	-12	10%	0.0	-67*
Cn1c(CN2CCN(C(=O)COc3ccccc3)CC2)nc2cc([N+](=O)[O-])ccc21	-3	-7%	-5%	-10%	-3%	6	-3%	5.5	20
N/C(=N\[N+](=O)[O-])N1CCN(C(=O)OC2CCCC2)CC1	-2	48%[activator]	1%	-9%	13%	2	10%	-0.3	-3
Nc1ccc(N=Nc2ccccc2)cc1	11	-31%	-7%	-10%	-16%	-15&-14	4%	-2.5	?
CCOC(=O)CNC(=O)CSP(=S)(OCC)OCC	-2	3%	-15%	-10%	0%	1	14%	-0.2	0
CC1CCC(NCC(O)c2ccccc2)CC1 (centres undefined)	·	-31%	-6%	-2%	0%	0	8%	-1.6	-5
CCN(CC)CCC(=O)O[C@H]1CC[C@]2(C)C3CC[C@@]4(C)C(CC[C@]4(C)O)C3CC[C@H]2C1 (some centres undefined)	-7	-15%	5%	-3%	13%	-15	0%	-1.8	-22
CSc1ccc(C(=O)C(C)(C)N2CCOCC2)cc1	0	3%	6%	-3%	?	2	-1%	-0.8	6
O=C(NCCc1ccc(Cl)cc1)c1ccc2c(c1)N(Cc1ccc(F)cc1Cl)C(=O)CS2	·	?	·	·	?	3	0%	·	·
CCN(C=C1CC2C3CC=C4CC(O)CCC4(C)C3CCC2(C)C1=O)CC (centres undefined)	-2	8%	-6%	4%	79%[activator]	8	21%	-0.8	-16
CN1CCC(=O)N(CCN=[N+]=[N-])CC1	-1	-8%	-3%	3%	8%	-18	1%	-1.3	8
Cn1c(O)c(C=NCCN2CCOCC2)c(=O)[nH]c1=S	-4	-11%	-10%	-8%	12%	2	5%	0.1	4
Cc1cccc(C)c1OP(N)(=O)Oc1c(C)cccc1C	-4	-8%	-4%	-4%	?	9	-7%	-0.4	27
CC1(C)N(O)C2CCCCC2N1O (centres undefined)	-2	-7%	1%	-2%	4%	7	-5%	1.1	1
CN1CCN(c2ncnc3nc[nH]c23)CC1	-2	3%	1%	1%	10%	-26	0%	-0.2	-13
CN1CCN(c2ccc(S(=O)(=O)C(F)(F)F)cc2[N+](=O)[O-])CC1	25	-2%	6%	5%	?	-4	8%	-2.0	0
COC(=O)C(O)(c1ccc(NC(=S)NC(=O)c2ccc(Cl)cc2Cl)c(C)c1)C(F)(F)F (centres undefined)	-12	?	-5%	21µM*	?	3	8%	-6.1	?
Cc1ccc(CS(=O)(=O)c2ncc(Cl)c(C(=O)Nc3nnc(C(C)C)s3)n2)cc1	-26	?	-13%	?	?	-21&-14	-7%	-0.5	0
COC(=O)C1=C(c2ccc(Cl)c(C(F)(F)F)c2)C[C@@H]2CC[C@H]1N2C(=O)NC1CC1	8	-5%	4%	-9%	-6%	2	23%	-0.3	?
COc1cccc(C(=O)Nc2ccc(-c3nc4ccccc4o3)c(O)c2)c1	·	?	-14%	-4%	16%	6	-6%	-2.7	11
O=[N+]([O-])c1cccc2c([As](=O)(O)O)cccc12	16	-6%	0%	-9%	10%	-4	1%	0.5	2
COc1ccc2c(c1)c(C(=O)C(C)N1CCCCC1)c(C)n2C (centres undefined)	-1	7%	3%[57.1 µM]	2%	23%	9	-3%	-3.2	19
CCN1CCN(Cc2ccc(C)cc2C)CC1	0	4%	22%	-4%	3%	-2	-3%	-2.8	-72*
CC(C)Oc1ccc(CC2(CCc3ccncc3)C(=O)NC(=O)NC2=O)cc1	-3	-6%	-21%	4%	10%	33*	-7%	2.1	2
O=c1[nH]c(=S)n(C2CCCCC2)c(O)c1/C=N/N1CCOCC1	1	-15%	-5%	6%	13%	6	9%	-0.1	5
COc1nc(NC2CCCCC2)nc(NC(C)(C)C)n1	7	4%	-8%	-3%	?	6	?	-1.7	15
ClCCN1CCSCC1	-6	3%	-19%	-5%	41%[activator]	4	2%	1.2	-2
CCOC(=O)C1=C(N)OC2=C(C(=O)CCC2)C12C(=O)N1c3c(ccc(C)c32)C(C)=CC1(C)C (centres undefined)	3	-20%	-4%	0%	?	0	-1%	1.5	8
Cc1c(C(=O)N2CCC3(CC2)OCCO3)sc2ncnc(N3CCc4ccccc4C3)c12	-5	-19%	-9%	-2%	?	4	16%	-2.1	-12
Cc1c(C(=O)N2CCC3(CC2)OCCO3)oc2ccc(S(=O)(=O)N3CCOCC3)cc12	1	14%	0%	-10%	0%	-1	-3%	-1.3	4
CCc1ccccc1N1C(=O)CC(=O)NC1=O	0	-9%[0.307 µM]	-10%	-18%	-12%[0.307 µM]	-3	-16%	1.7	2
C[C@H]1CC[C@H]2NCCN[C@H]2C1	-13	-3%	0%	-24%	15%	-8	4%	2.3	-17
COC(=O)CC1(CC(=O)OC)C(=O)N(c2ccccc2)C(=O)N(c2ccccc2)C1=O	3	5%	8%	-4%	8%	-4	0%	-3.7	19
CCOC(=O)C(C)Oc1cc(C)cc2oc(=O)c3c(c12)CCCC3 (centres undefined)	·	5%	-4%	-9%	0%	14	4%	-3.2	16
CC(C)(C)c1ccccc1O	8	2%	2%	-10%	12%	7	18%	-0.2	8

# Remaining list, next part:
molecule	PI5P4Ka inh	GLP1R cytotox	WRN helicase inh	PLK1 PBD block	GLP-1R inv ag	D3 ag	GLP-1R agonist	IL2 activator	D3 antag
COc1ccccc1-n1c(-c2ccoc2)nc2ccccc2c1=O	-5	0%	-29%	-12%	-22%	-1	10%	-0.2	1
CCOc1cc(-c2c(C#N)c(=O)[nH]c3c2c(C)nn3-c2ccc(F)cc2)ccc1O	-56*	-26%	-34%	?	?	1	5%	1.9	-5
COc1cc(Cn2c(=O)oc3ccc(C)cc32)ccc1OC(C)C	1	-5%	-4%	-10%	?	2	13%	-0.2	14
O=c1c(C=NCc2cccs2)c(O)n(C2CCCCC2)c(=O)n1C1CCCCC1	3	13%	-5%	-13%	?	-12	-2%	-2.0	0
CC(C)(C)c1cc(C=C(C#N)C#N)cc(C(C)(C)C)c1O	1	-29%	-6%	-6%	?	50*	-3%	-0.7	50
Clc1cccc(CNCCc2c[nH]c3ccccc23)c1	1	-6%	-7%	-4%	?	-42	16%	0.0	?
O=c1[nH]c(O)c(C=Nc2ccc(Cl)c(C(F)(F)F)c2)c(=O)[nH]1	-5	0%	-36%	-9%	-3%	1	-16%	-0.6	-14
CCOC(=O)c1cnc(N2CC2)nc1N	0	-4%	-3%	-2%	-21%	0	8%	-1.0	-5
